Screening results: PubChem, National Center for Advancing Translational Sciences (NCATS)
DT40 TDP1 CPT: growth inhibition of DT40 Tdp1-/-;hTDP1 cells with camptothecin (screen for TDP1 inhibitors). Potency, µM (doses to about 46.2 µM), for inactives: at the highest dose activity change, negative = growth inhibition, most hits filed as inhibitors. actives 12% (n = 420,000). chicken DT40 Tdp1-/-;hTDP1 cells + 20 nM CPT, ATP luminescence, 48 h. AID 686979; note: nearly all actives have a fitted effect of over 55% in size
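Chicken DT40 Tdp1-/- cells stably complemented with human TDP1 were seeded at 400 cells/well in medium containing 20 nM camptothecin, exposed to pin-transferred compounds, and grown at 37 °C for at least 48 hr. Viability was read as ATP luminescence.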
FEN1 inhibitor: blocks human flap endonuclease 1. P39748. Recombinant FEN1 flap cleavage, fluorescence, 15 min. Potency, µM (series often up to 114 µM), without a hit: top-dose activity change, negative = inhibition, most hits filed as inhibitors. actives 0.35% (n = 390,000). AID 588795; note: nearly all actives have a fitted effect of over 65% in size
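Nuclease activity of 10 nM FEN1 was measured after 15 min of room-temperature exposure to titrated compounds, by adding 50 nM flap substrate and reading plates at 0 and 15 min.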
GCN5L2 inh: GCN5L2 (KAT2A) acetyltransferase inhibition. AID 504327. Q92830. actives 0.21% (n = 390,000). Potency, µM (highest dose often 58.9 µM), inactives show at the highest dose activity change, negative = inhibition, usual class: inhibitors. GCN5L2 HAT assay, ThioGlo1 CoA-SH fluorescence
Target sequence (Q92830 whole entry, looked up): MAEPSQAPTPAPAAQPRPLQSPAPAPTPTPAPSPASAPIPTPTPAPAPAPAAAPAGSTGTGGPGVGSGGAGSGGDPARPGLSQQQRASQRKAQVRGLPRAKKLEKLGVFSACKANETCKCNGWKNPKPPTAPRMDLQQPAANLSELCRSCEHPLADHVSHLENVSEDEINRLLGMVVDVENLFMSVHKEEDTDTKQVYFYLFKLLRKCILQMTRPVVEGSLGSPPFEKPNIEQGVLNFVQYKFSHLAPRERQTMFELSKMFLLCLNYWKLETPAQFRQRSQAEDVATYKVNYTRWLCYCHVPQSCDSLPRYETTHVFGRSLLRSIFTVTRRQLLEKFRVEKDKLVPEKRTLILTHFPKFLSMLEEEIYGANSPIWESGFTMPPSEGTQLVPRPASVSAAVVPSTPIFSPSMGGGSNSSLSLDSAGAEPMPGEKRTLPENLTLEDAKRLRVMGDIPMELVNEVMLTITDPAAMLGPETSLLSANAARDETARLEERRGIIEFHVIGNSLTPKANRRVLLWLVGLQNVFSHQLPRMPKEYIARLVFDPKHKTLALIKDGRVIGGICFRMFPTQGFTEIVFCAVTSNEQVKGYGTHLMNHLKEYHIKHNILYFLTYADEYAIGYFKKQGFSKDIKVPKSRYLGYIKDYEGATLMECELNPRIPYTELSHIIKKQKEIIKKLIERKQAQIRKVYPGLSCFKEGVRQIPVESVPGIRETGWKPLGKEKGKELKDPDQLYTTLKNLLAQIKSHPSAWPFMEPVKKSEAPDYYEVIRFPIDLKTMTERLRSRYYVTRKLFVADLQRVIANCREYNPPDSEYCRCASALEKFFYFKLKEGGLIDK
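qHTS, 1536-well. 20nM enzyme, pH 7.5 HEPES/EDTA/Tween-20 buffer; 15 min compound preinc., RT. Start: 75uM H3(1-25), 70uM AcCoA, 50uM ThioGlo1. Read Ex340/Em540 at t=0 (autofluorescence flag) and t=20 min.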
* hit, by the source's call; ? = inconclusive; · = no result given; & = joins results of further samples; [ ] = dose if it differs, or a comment. Calls come from the whole dose curve; as a rule, active = well fitted curve in the direction sought with a large enough effect; inconclusive = small, poorly fitted or top-dose-only effect, or another doubt; inactive = no such curve, though single readings can be large; an effect the other way counts as inactive or inconclusive. % is set by controls: 0 for no effect and ±100 for the full control effect; potency is the fitted concentration of half-maximal effect.

Fields: DT40 TDP1 CPT | FEN1 inhibitor | GCN5L2 inh
CC(NC(=O)c1ccccc1NS(=O)(=O)c1ccc(CCC(=O)O)cc1)c1ccccc1 (stereo unspecified)
    -5% | 6% | -2%
Cn1c(SCc2ccccn2)nnc1-c1cnccn1
    1% | -3% | 2%
O=C(CN1C(=O)NC(Cc2ccccc2)C1=O)Nc1ccc(F)cc1 (stereo unspecified)
    6% | 6% | -3%
O=C(O)CC(C(=O)NCc1ccccc1)C1CCCO1 (stereo unspecified)
    10% | 4% | -5%
Nc1ccc2nc(-c3ccc(O)cc3)sc2c1
    21µM* | -11% | ?
O=C(O)C1C=Cc2ccccc2N1C(=O)c1ccccc1 (stereo unspecified) (tested in a mixture with another compound)
    -7% | 1% | ·
Cc1cccc(NC(=O)Cn2c(=O)c3cccn3c3ccccc32)c1C
    -1% | 9% | -13%
CN1CCN(C(=O)C2=C[C@@H](c3ccccc3)C[C@@H](OCCCCO)O2)CC1
    12% | 20% | 3%
O=C1CC(c2ccccc2)NN1 (stereo unspecified)
    ? | 5% | -18%
CC1CCCCN1C(=O)c1ccc(NC(=O)c2ccccc2Cl)cc1 (stereo unspecified)
    0% | -8% | -11%
CC(=O)c1cccc(NC(=O)CCc2nnc3ccc(N4CCOCC4)nn23)c1
    0% | -4% | -4%
O=C(c1cc(-n2cnnc2)ccc1Cl)N1CCN(c2nc(-c3ccccc3)cs2)CC1
    16µM* | -10% | -1%
Cc1ccc(N(CC(=O)NCC2CCCO2)C(=O)CCC(=O)Nc2ccccn2)cc1C (stereo unspecified)
    -7% | -4% | -10%
O=C(N/C(=C\c1ccccc1)C(=O)N1CCCCC1)c1ccc(Br)o1
    ? | -4% | 0%
Cc1cc(CN2CCN(CC(=O)Nc3cc(Cl)ccc3-n3cncn3)CC2)no1
    -23% | -4% | -1%
Cc1cccc(C(=O)N2CCCC(CCC(=O)N3CCN(c4ccccn4)CC3)C2)c1C (stereo unspecified)
    ? | -18% | -18%
CCCCCCC(=O)NN1CCN(C)CC1
    -5% | 0% | 2%
Cc1ccc(-n2nc3c(=O)n(C(C)C(=O)O)nc(C)c3c2C)cc1 (stereo unspecified)
    0% | -14% | 3%
Cc1cccc(OCc2nc(C#N)c(N3CCCC3)o2)c1
    7% | -2% | -5%
CC(=O)C1C(c2ccc([N+](=O)[O-])cc2)c2c(noc2C)CC1(C)O (stereo unspecified)
    5% | -1% | -4%

Other entries.
Fields: DT40 TDP1 CPT | FEN1 inhibitor | GCN5L2 inh
COC(=O)c1[nH]c2c(c1C)C(=O)CC(c1cccc(OC)c1)C2 (stereo unspecified)
    1.5µM* | -1% | 1%
O=C(Oc1ccccc1[N+](=O)[O-])c1cccnc1
    -4% | -2% | -1%
CCCOc1ccc(CNC(=O)CCCN2C(=O)CSc3c2c(C)nn3-c2ccccc2)cc1
    21µM* | -25% | 7%
CC(NS(=O)(=O)c1ccc(Br)cc1)C(c1cccs1)N1CCN(C)CC1 (stereo unspecified)
    ? | 0% | -5%
CC1(C)Oc2ccc(C(=O)N3CCCC3)cc2N(CC(=O)NCc2ccccc2)C1=O
    -18% | 2% | -1%
CCOc1cc(N2CCOCC2)c(OCC)cc1NC(=O)CN1C(=O)NC2(CCCCC2)C1=O
    11% | -7% | -1%
OCC1=C[C@@H](O)C2C=CO[C@@H](O[C@@H]3O[C@H](CO)[C@@H](O)[C@H](O)[C@H]3O)C12 (stereo partly specified)
    -2% | 18% | 1%
Cc1ccc2nc(NC(=O)CSc3nncc(=O)n3N)sc2c1
    ? | -4% | -4%
Cc1cccc(C)c1NC(=O)CSc1nnc(NC(=O)c2ccccc2C(=O)O)s1
    5% | 13% | -5%
CCOc1ccc(C)cc1S(=O)(=O)n1cnc2ccccc21
    5.2µM* | 11% | -9%
Nc1nonc1C(=O)NCCNC(=O)c1ccc(Cl)cc1
    7% | -9% | -2%
CN(Cc1ccccc1)C(=O)Nc1ccc(Cl)cc1
    -2% | -1% | ·
CCOC(=O)C1=C(C)N(C[C@@H]2CC[C@@H](Cc3ccc(-c4ccccc4)cc3)O2)C(=O)NC1c1ccc(SCc2ccco2)c([N+](=O)[O-])c1 (stereo partly specified)
    ? | -24% | ?
COc1ccc(-c2nc3ccc([N+](=O)[O-])cc3o2)cc1
    -17% | 0% | -4%
O=C1C(=Cc2cccs2)Oc2ccccc21
    1% | -5% | ·
CC(C)(C)c1ccc(C(=O)C2CCCN(C(=O)C3CCOCC3)C2)cc1 (stereo unspecified)
    ? | 3% | 3%
c1csc(-c2nn3cnnc3c3ccccc23)c1
    ? | -3% | -3%
NCCCCCc1cn(CC(=O)NCCCCCCCCCCC(=O)N2CCNCC2)nn1
    6% | 15% | 0%
CCN1c2ccccc2-c2nc(SCC(=O)Nc3cccc(C(F)(F)F)c3)ncc2S1(=O)=O
    ? | 1% | 2%
CCOC(=O)CSc1nc2sc3c(c2c(=O)n1-c1ccc(C)cc1)CCN(C)C3
    ? | 14% | -1%

An excerpt of these results, as tab-separated lines:
molecule	DT40 TDP1 CPT	FEN1 inhibitor	GCN5L2 inh
Nc1ccc2nc(-c3ccc(O)cc3)sc2c1	21µM*	-11%	?
O=C(O)C1C=Cc2ccccc2N1C(=O)c1ccccc1 (stereo unspecified) (tested in a mixture with another compound)	-7%	1%	·

(list continues)
Fields: DT40 TDP1 CPT | FEN1 inhibitor | GCN5L2 inh
N#Cc1c(SCC(N)=O)nc2c(c1-c1ccncc1)CCCC2
    ? | -5% | -11%
O=S(=O)(c1cccc(C(F)(F)F)c1)N1CCN(C(=S)NCc2ccco2)CC1
    -26% | -12% | 0%
COCCNC(=S)N(CCO)Cc1cc2cc3c(cc2[nH]c1=O)OCCO3
    -3% | -13% | -1%
Cc1c(Cl)c([N+](=O)[O-])nn1CC(=O)N1CCN(Cc2ccccc2)CC1
    -16% | 1% | -5%
Cc1cc(C)c(C(=O)COC(=O)Cn2c(C)csc2=O)cc1C
    4% | 1% | -2%
CN(C)c1ccc(N=c2sc3ccccc3n2C)cc1
    -30% | 3% | -11%
CCCC[C@@H]1CNCCN1CCc1cccc(F)c1
    ? | 2% | -16%
Cc1ccc2nc(N3CCN(C(=O)CCC(=O)O)CC3)nc(-c3ccccc3)c2c1
    -20% | 0% | -8%
O=S(=O)(c1ccccc1)c1nc(-c2ccccc2)oc1N1CCCC1
    -1% | 4% | -5%
Cc1cccc(C)c1NC(=O)NN1C(C)CCCC1C (stereo unspecified)
    3% | -3% | -8%
Cc1nc(NS(=O)(=O)c2ccccc2)sc1NC(=O)Nc1ccc(Cl)cc1
    0% | -18% | -6%
CCCN1C(=O)c2cc(C(=O)NC3CCCC3)ccc2C1O (stereo unspecified)
    -20% | 11% | -6%
Cc1cc(C)n2nc(SCC(=O)N3CCC(C)CC3)nc2n1
    12% | -3% | -1%
CCOC(=O)C1(Cc2ccccc2C)CCCN(C(=O)CN2CCCCC2=O)C1 (stereo unspecified)
    11% | 13% | -7%
CC(C)(C)C1CCc2c(C(=O)NNC(=O)CCCC(=O)O)csc2C1 (stereo unspecified)
    0% | 1% | 4%
CCOC(=O)c1[nH]c(C)c(/C(C)=N\O)c1C
    11% | -1% | ·
Cc1cc(C)c[n+](CC(=O)c2ccc(-c3ccccc3)cc2)c1
    18µM* | -3% | -1%
COC(=O)c1cc(=O)c(O)c2c(O)c(O)ccc2c1
    ? | · | -22%
COc1ccc(-c2nc3scc(CCNS(=O)(=O)c4c(C)noc4C)n3n2)cc1OC
    -21% | 13% | -2%
CN(C(=O)Cn1c(Cl)nc2c1c(=O)n(C)c(=O)n2C)C1CCS(=O)(=O)C1 (stereo unspecified)
    -16% | 1% | -3%

Next part.
Fields: DT40 TDP1 CPT | FEN1 inhibitor | GCN5L2 inh
CC(C)(C)NC(=O)NC(=O)COC(=O)c1cccc(S(=O)(=O)N2CCCCC2)c1
    -6% | 6% | 0%
COc1cc(C)ccc1OC(C)C(=O)Nc1ccc(N2CCCCC2)cc1 (stereo unspecified)
    ? | -4% | -4%
CC(=O)Nc1ccc(SCC(=O)Nc2sccc2C#N)cc1
    7% | -4% | 0%
CC(C)(C)NC(=O)CN(C(=O)CS(=O)CC(=O)Nc1ccc(F)cc1)c1ccccc1F (stereo unspecified)
    -3% | 4% | -5%
O=S(=O)(c1ccccc1)N1CCN(c2nnnn2-c2ccccc2)CC1
    1% | 10% | 2%
CCOC(=O)C1CCCN(c2nc3c(S(=O)(=O)c4ccc(Br)cc4)nnn3c3ccsc23)C1 (stereo unspecified)
    ? | 10% | -11%
CC(=O)c1c(C)[nH]c(C(=O)Nc2cccc(C#N)c2)c1C
    -20% | -10% | -2%
COc1ccccc1C(=O)Nc1ccc(S(=O)(=O)N2CCC(C)CC2)cc1
    -17% | -15% | -11%
COc1ccc(CNC(=O)C/C(C)=N/NC(=O)c2ccccc2OC)cc1
    -4% | -7% | -2%
CC(Cc1c[nH]c2ccccc12)C(=O)NCc1ccco1 (stereo unspecified)
    -28% | -11% | 0%
CCOc1cc(C(=O)Nc2nnc(S(=O)(=O)N3CCOCC3)s2)cc(OCC)c1OCC
    6% | 13% | -17%
Cc1noc(/C=C/c2ccccc2F)c1S(=O)(=O)N1CCC(C(=O)NCc2ccco2)CC1
    ? | 17% | -3%
CCOC(=O)C1CCCN(C(=O)c2ccc([N+](=O)[O-])cc2)C1 (stereo unspecified)
    -21% | 8% | 1%
COc1ccc(OC)c(N/C(C)=C/C(=O)c2ccccc2)c1
    ? | -11% | -6%
Cc1onc(-c2ccccc2)c1C(=O)Nc1nnc(N2CCCCCC2)s1
    -7% | -7% | -1%
CCN=C1SCC(=O)N1c1ccc(OC)cc1
    -4% | -10% | -8%
COc1ccc(-c2nnc(SCC(=O)NCCC(C)C)nc2-c2ccc(OC)c(OC)c2)cc1OC
    ? | -14%&-7% | 0%&1%
CC(C)Sc1nc2c(c(=O)n(C)c(=O)n2C)n1C
    4% | -7% | -3%
CCOC(=O)c1cc(-c2ccccc2)sc1NC(=O)C(C)OC(=O)c1cccnc1Cl (stereo unspecified)
    23µM* | -6% | -9%
CCOc1cc(NCc2ccccc2)c2ncn(C(C)C)c2c1
    ? | -5% | -10%

Rewritten comma-delimited: 7 of the compounds above
SMILES,DT40 TDP1 CPT,FEN1 inhibitor,GCN5L2 inh
CCOC(=O)C1CCCN(c2nc3c(S(=O)(=O)c4ccc(Br)cc4)nnn3c3ccsc23)C1 (stereo unspecified),?,10%,-11%
CC(=O)c1c(C)[nH]c(C(=O)Nc2cccc(C#N)c2)c1C,-20%,-10%,-2%
COc1ccccc1C(=O)Nc1ccc(S(=O)(=O)N2CCC(C)CC2)cc1,-17%,-15%,-11%
COc1ccc(CNC(=O)C/C(C)=N/NC(=O)c2ccccc2OC)cc1,-4%,-7%,-2%
CC(Cc1c[nH]c2ccccc12)C(=O)NCc1ccco1 (stereo unspecified),-28%,-11%,0%
CCOc1cc(C(=O)Nc2nnc(S(=O)(=O)N3CCOCC3)s2)cc(OCC)c1OCC,6%,13%,-17%
Cc1noc(/C=C/c2ccccc2F)c1S(=O)(=O)N1CCC(C(=O)NCc2ccco2)CC1,?,17%,-3%

Following part
Fields: DT40 TDP1 CPT | FEN1 inhibitor | GCN5L2 inh
O=C(COC(=O)c1ccc([N+](=O)[O-])o1)Nc1cccc(S(=O)(=O)N2CCOCC2)c1
    -6% | 28µM* | 23%
Cc1cc(C)c(S(=O)(=O)c2c(C)cccc2C)c(Cl)n1
    -39% | -4% | -8%
CC(C)c1ccc(C2C3=C(COC3=O)Nc3cc4c(cc32)OCO4)cc1 (stereo unspecified)
    0.65µM* | 0% | -11%
CCCCOc1ccc(CC2CCC(=O)NC2=O)cc1 (stereo unspecified)
    10% | 4% | -1%
Cc1nnc(C)n1/N=C/c1cc(Br)ccc1O
    -10% | -9% | -1%
COc1cccc(OCc2cc(C(=O)NCc3ccccn3)no2)c1
    3% | 17% | -4%
COc1ccc(C2NC(=O)CS2)cc1 (stereo unspecified)
    -9% | -2% | 2%
Cc1cc(NC(=O)c2cccc(Br)c2)no1
    8% | -7% | ·
CC(NC1CCCCC1)C(=O)NN=C(c1ccccc1)c1ccccc1 (stereo unspecified)
    ? | -6% | -3%
Cc1ccc(S(=O)(=O)/C(C#N)=C/c2ccccc2OCc2ccccc2)cc1
    ? | -3% | 75%[activator]
O=C(CN(Cc1ccc(F)cc1)C(=O)CNS(=O)(=O)c1ccc(Cl)cc1)NCC1CCCO1 (stereo unspecified)
    2% | -8% | 0%
Cc1ccc(N2C(=O)CN(Cc3cccs3)C2=S)cc1C
    -11% | 3% | -1%
C=CCOC(=O)C1=C(C)N(C)C(=O)NC1c1cc2c(cc1Br)OCO2 (stereo unspecified)
    1% | -1% | 0%
CCCc1cc(=O)oc2c(C)c(OC(C)C(=O)NCCN3CCOCC3)ccc12 (stereo unspecified)
    -2% | -9% | -1%

Not all compounds are listed; rates above refer to the full screens.
